# Screens (PubChem BioAssay)
# TrxR1 inh = qHTS Assay for Inhibitors of Mammalian Selenoprotein Thioredoxin Reductase 1 (TrxR1): qHTS; recombinant rTrxR1, NADPH fluorescence consumption, selenite substrate; Thioredoxin reductase 1, cytoplasmic (Rattus norvegicus), O89049; AID 588453, 2011; Potency, µM (series often up to 114 µM), inactives show at the top dose activity change, negative = inhibition, usual class: inhibitors; actives 1% (n = 390,000); further: potency means the concentration at half of the fitted maximal effect; on the % scale 0 is the no-effect control and ±100 the full control effect; nearly all actives have a fitted effect of over 65% in size
#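 Rat TrxR1 (90 nM in the dispensed reagent) was pre-reduced with 400 uM NADPH for 5 min at room temperature, then incubated with compound for 15 min. After 400 uM selenite was added, NADPH fluorescence (Ex 340/Em 450 nm) was followed for 8 min.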
# LDHA inh = qHTS assay for inhibitors of human lactate dehydrogenase; activity change, % (values are at about 110 or 230 µM); L-lactate dehydrogenase A chain (Homo sapiens), P00338; AID 1347041, 2019; purified LDHA, NADH/diaphorase-resazurin fluorescence; hits give low values; actives 0.15% (n = 480,000); in the data active means activity change below about -30%; inconclusive means mostly about -25% to -30%;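 further: plate controls were DMSO wells for no effect and wells without enzyme for full effect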
#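 Enzyme activity of human lactate dehydrogenase 5 (2 nM; 0.06 mM NADH, 0.2 mM pyruvate, 5 min, RT) is measured via a resazurin/diaphorase fluorescence readout of residual NADH.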
# Vif-APOBEC3G blk = qHTS for Inhibitors of Vif-A3G Interactions: qHTS; HeLa A3G-eYFP + Vif (tagged APOBEC3G with the HIV-1 protein that degrades it), YFP fluorescence, overnight; Potency, µM (highest dose often 46.1 µM), inactives show at the highest dose activity, negative = active, usual class: inhibitors; actives 0.076% (n = 410,000); AID 602310, 2012;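 further: potency means the concentration at half of the fitted maximal effect; on the % scale 0 is the no-effect control and ±100 the full control effect; nearly all actives have a fitted effect of over 60% in size; hits raise eYFP signal because A3G escapes Vif-driven loss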
# Target sequence (Q9HC16 whole entry, looked up): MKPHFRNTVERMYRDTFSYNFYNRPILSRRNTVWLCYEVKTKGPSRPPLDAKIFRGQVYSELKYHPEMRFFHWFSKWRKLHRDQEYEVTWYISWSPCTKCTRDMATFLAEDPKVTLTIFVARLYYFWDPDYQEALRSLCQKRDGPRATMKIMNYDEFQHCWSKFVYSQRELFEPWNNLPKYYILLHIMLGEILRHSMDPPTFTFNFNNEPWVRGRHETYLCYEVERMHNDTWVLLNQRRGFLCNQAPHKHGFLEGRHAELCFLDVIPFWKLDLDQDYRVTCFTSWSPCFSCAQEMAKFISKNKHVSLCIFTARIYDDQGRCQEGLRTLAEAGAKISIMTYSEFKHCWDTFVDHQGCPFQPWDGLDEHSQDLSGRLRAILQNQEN
#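 Read-out is eYFP fluorescence (Ex 488/Em 500-530) from Vif-expressing HeLa A3G-eYFP cells; more signal means A3G escaped Vif-mediated degradation. Cells plated overnight, compound pinned in, incubated overnight at 37 deg C.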
# GRP78 ERSR act = qHTS for Inducers of the Endoplasmic Reticulum Stress Response (ERSR) in Human Glioma: qHTS | U87-MG GRP78 promoter luciferase reporter, 16 h | Potency, µM, without a hit: at the highest dose activation, actives largely listed as activators | actives 0.02% (n = 420,000) | AID 602332, 2012; further: potency means the concentration at half of the fitted maximal effect; series mostly up to about 76 µM; % of control where 0% means no effect; nearly all actives have a fitted effect of over 35% in size
#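 Stably transfected U87-MG glioma cells carrying a GRP78-based luciferase sensor; 16 h compound incubation. Luminescence end-point read 10 min after Bright-Glo addition at room temperature.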
# mIDH1 inhibitor = qHTS for Inhibitors of mutant isocitrate dehydrogenase 1 (IDH1): qHTS; AID 602179, 2012; actives 0.093% (n = 390,000); Isocitrate dehydrogenase [NADP] cytoplasmic (Homo sapiens), O75874; Potency, µM (series often up to 76.6 µM), without a hit: at the highest dose activity change, negative = inhibition, actives largely listed as inhibitors; IDH1-R132H enzyme, NADPH consumption, diaphorase/resazurin fluorescence; further: potency means the concentration at half of the fitted maximal effect; on the % scale 0 is the no-effect control and ±100 the full control effect; nearly all actives have a fitted effect of over 65% in size
# Target sequence (O75874 whole entry R132H, stated change not applied): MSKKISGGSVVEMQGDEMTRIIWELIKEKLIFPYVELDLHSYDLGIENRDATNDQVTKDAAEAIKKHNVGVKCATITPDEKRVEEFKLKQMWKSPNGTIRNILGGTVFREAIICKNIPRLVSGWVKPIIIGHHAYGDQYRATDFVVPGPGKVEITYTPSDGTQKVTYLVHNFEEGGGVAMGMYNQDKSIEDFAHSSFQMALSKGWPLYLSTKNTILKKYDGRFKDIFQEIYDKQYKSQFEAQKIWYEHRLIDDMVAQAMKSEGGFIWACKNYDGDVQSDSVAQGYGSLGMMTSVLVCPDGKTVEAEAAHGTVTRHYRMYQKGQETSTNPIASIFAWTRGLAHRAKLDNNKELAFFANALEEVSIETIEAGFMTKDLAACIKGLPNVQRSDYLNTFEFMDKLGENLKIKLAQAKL
#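 IDH1-R132H (0.5 ug/mL) preincubated 30 min with compound, then NADPH (0.016 mM) and alpha-KG (2 mM) added; 80 min at RT, pH 7.5. Remaining NADPH coupled via diaphorase/resazurin to fluorescence (540/590 nm); concentration-response curves normalized to no-enzyme control.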
# Vif-A3F inh = qHTS for Inhibitors of Vif-A3F Interactions: qHTS | Potency, µM (series often up to 46.1 µM), inactives show at the top dose activity, negative = active | HeLa A3F-eYFP + Vif (tagged APOBEC3F with the HIV-1 protein that degrades it), YFP fluorescence increase | actives 0.2% (n = 390,000); further: potency means the concentration at half of the fitted maximal effect; % of control where 0% means no effect; nearly all actives have a fitted effect of over 65% in size
#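 Fluorescence increase (Ex 488/Em 500-530) after overnight compound treatment at 37 deg C flags inhibition of Vif-driven A3F-eYFP loss in stable HeLa A3F-eYFP/Vif cells seeded overnight beforehand.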
# USP1 inh = Inhibitors of USP1/UAF1: Primary Screen; Potency, µM (highest dose often 57.1 µM), for the others: at the top dose activity change, negative = inhibition, usual class: inhibitors; Ubiquitin carboxyl-terminal hydrolase 1 (Homo sapiens), O94782; recombinant USP1/UAF1, Ub-Rhodamine cleavage fluorescence; actives 0.23% (n = 390,000); further: potency means the concentration at half of the fitted maximal effect; on the % scale 0 is the no-effect control and ±100 the full control effect; nearly all actives have a fitted effect of over 60% in size; inactives centre near -12
#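 USP1/UAF1 complex at 1 nM was preincubated with compound for 15 min at room temperature, then Ub-Rho substrate (150nM final) was added. Fluorescence (480/540 nm) was read kinetically, 6 reads every 60 seconds.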
# TrxR1 substrate = qHTS Assay for Substrates of Mammalian Selenoprotein Thioredoxin Reductase 1 (TrxR1): qHTS | Thioredoxin reductase 1, cytoplasmic (Rattus norvegicus), O89049 | purified TrxR1 substrate turnover, NADPH consumption readout | Potency, µM (top dose mostly 114 µM), without a hit: at the top dose activity change, negative = substrate turnover | actives 0.01% (n = 390,000); further: potency means the concentration at half of the fitted maximal effect; on the % scale 0 is the no-effect control and ±100 the full control effect; nearly all actives have a fitted effect of over 50% in size
#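 Rat TrxR1, dispensed at 90 nM, was prereduced with 400 uM NADPH (final) for 5 min at ~22 deg C, then incubated with compound 15 min before 400 uM selenite. A first-read NADPH fluorescence drop versus no-compound background flagged substrates.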
# RGS4 inh = Inhibitors of Regulator of G Protein Signaling (RGS) 4: qHTS. actives 0.039% (n = 390,000). AID 504845, 2011. Potency, µM (top dose mostly 114 µM), inactives show at the top dose activity change, negative = inhibition, most hits filed as inhibitors. Transcreener GDP fluorescence polarization, RGS4-accelerated GTP hydrolysis; further: potency means the concentration at half of the fitted maximal effect; on the % scale 0 is the no-effect control and ±100 the full control effect; nearly all actives have a fitted effect of over 75% in size; some results filed as inactive show a strong effect at the top dose
# Target sequence (P49798 whole entry, looked up): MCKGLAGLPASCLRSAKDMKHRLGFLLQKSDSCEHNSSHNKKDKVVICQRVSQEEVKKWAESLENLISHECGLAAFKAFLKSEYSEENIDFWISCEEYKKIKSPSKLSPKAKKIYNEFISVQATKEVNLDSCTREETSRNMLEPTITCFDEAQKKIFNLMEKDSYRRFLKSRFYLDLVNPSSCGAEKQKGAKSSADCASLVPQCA
#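 MLSMR compounds (23 nl, pin-transferred) preincubated 10 min at room temperature with a 500nM (2x) first reagent, then RGS4 at 900nM (2x) plus Transcreener GDP mix added; fluorescence polarization (620/688 nm) read before and after 90 min at 30 °C.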
# * marks the source's active call; other numbers are inactive results; i = inactive; ? = inconclusive; . = not tested or not shown; [ ] = dose if it differs, or a comment. Unless noted, the call rests on the fitted dose curve; in most records, active means well fitted curve in the direction sought with a large enough effect; inconclusive means small, poorly fitted or top-dose-only effect, or another doubt; inactive means no such curve, though single readings can be large; an effect the other way counts as inactive or inconclusive. A portion of the library; count on the stated rates, not on these rows.
entry	Molecule	TrxR1 inh	LDHA inh	Vif-APOBEC3G blk	GRP78 ERSR act	mIDH1 inhibitor
1	Cc1ccc(N(CN2C(=O)C3C4CCC(C4)C3C2=O)C(=O)c2ccco2)cc1 (stereo unspecified)	14%	-2	1%	-5%	-3%
2	Cc1ccc(S(=O)(=O)NC(=O)c2cccn2C)cc1	13%	-3	2%	-4%	0%
3	O=C(OCC(=O)N1CCCC1=O)c1cc(S(=O)(=O)N2CCOCC2)ccc1Cl	3%	-4	-1%	-4%	7%
4	O=C(Nc1ccccc1N1CCCCC1)c1cccs1	2%	2	-1%	-3%	-6%
5	O=C(O)C(c1ccccc1)N1C(=O)/C(=C\c2ccc(-c3ccccc3Cl)o2)SC1=S (stereo unspecified)	2%[57.1 µM]	-30*	-22%	2%	-20%
6	CC1CCCCC1NS(=O)(=O)CCNC(=O)c1ccc2c(c1)OCO2 (stereo unspecified)	-9%	2	1%	-3%	6%
7	Cn1c(SCc2cccnc2)nc2cccnc21	8%	-2	1%	9%	4%
8	CS(=O)(=O)N(CC(=O)NCCSCc1ccccc1)c1ccccc1Cl	18%	1	7%	-2%	2%
9	Cc1ccc(C(=O)O/N=C2\CCS(=O)(=O)c3sccc32)cc1	-5%	-10	0%	4%	-1%
10	Oc1cccc(/C=N/N=C/c2cccc(O)c2O)c1O	8%[57.1 µM]	22	-9%	?	6%
11	Cc1nn(C)c(C(=O)NNC(=S)NC2CCCCC2)c1Br	2%	-1	-6%	1%	-7%
12	COC(=O)c1ccc2c(=O)n(CCN3CCOCC3)c(SCC(=O)c3ccccc3)nc2c1	-10%	1	4%	-2%	10%
13	COc1cc(S(=O)(=O)N2CCOCC2)ccc1F	2%	-2	7%	-4%	0%
14	CCC(C)(C)NC(=O)C(c1cccc(OC)c1OC)N(CC(C)C)C(=O)CCC(=O)Nc1cc(C)on1 (stereo unspecified)	6%[57.1 µM]	-1	-1%	-7%	-2%
15	Cc1ccccc1C(=O)Nc1ccccc1C(=O)N1CCC(C)CC1	-1%	-3	-173%	-2%	1%

entry	Vif-A3F inh	USP1 inh	TrxR1 substrate	RGS4 inh
1	0%	-20%	2%	14%
2	-5%	-3%	3%	-7%
3	4%	-23%	1%	33%
4	-3%	-15%	6%	-36%
5	?	?	-9%	?
6	15%	-1%	-10%	6%
7	-3%	-11%	5%	-5%
8	-1%	-14%	6%	1%
9	-6%	3%	-9%	8%
10	-1%	-19%	4%[57.1 µM]	-12%
11	1%	3%	2%[57.1 µM]	-16%
12	1%	-12%	7%	-29%
13	3%	-18%	0%	2%
14	1%	-13%	4%[57.1 µM]	?
15	i	-5%	1%	0%

# Looked up above:
# GRP78 ERSR act, no. 9 : 4%
# mIDH1 inhibitor, no. 14 : -2%

# Remaining list, next part:
entry	Molecule	TrxR1 inh	LDHA inh	Vif-APOBEC3G blk	GRP78 ERSR act	mIDH1 inhibitor
16	CCCCCCCCCCCCCCCC[n+]1ccc(/C=C/c2c[nH]c3ccccc23)cc1	-12%	.	?	-11%	.
17	Cc1cc(C)n(C(=O)c2ccccc2[N+](=O)[O-])n1	-22%	-2	-1%	-2%	6%
18	COc1ccccc1NC(=O)Cn1c(=O)n(-c2ccccc2)c(=O)c2oc3ccccc3c21	2%	-6	1%	-2%	2%
19	CCC(C)c1nc2c(c(N3CCC3=O)c1-c1ccccc1)CCCC2 (stereo unspecified)	12%[57.1 µM]	4	-9%	-2%	0%
20	O=C(NC1CC2CCCC(C1)N2C(=O)Nc1ccccc1)C1CC1 (stereo unspecified)	-8%	-6	-3%	-4%	0%
21	COc1ccc(N2CCN(C(=O)CCc3c(C)nn(-c4ccc(N5CCCC5)nn4)c3C)CC2)cc1	8%[57.1 µM]	-4	5%	-2%	32%
22	CC(C)(C)NC(=O)NCc1ccco1	35%	-5	1%	-5%	1%
23	COCCNC(=O)c1cc2cc(Br)cc(OC)c2oc1=O	10%	3	2%	-4%	1%
24	O=C(COC(=O)/C=C/c1ccccc1)Nc1cccnc1Cl	-1%	-9	1%	0%	0%
25	CCOCC(O)CNC(=O)c1ccc2nc(Cc3ccc(OC)c(OC)c3)oc2c1 (stereo unspecified)	31%	2	1%	-2%	-10%
26	Nc1nncn1C(=O)c1ccc(Cl)cc1Cl	7%[57.1 µM]	-9	3%	-3%	0%
27	Cc1ccc(-c2ccc(/C=C(\C#N)C(N)=S)n2C)cc1	4%	-6	-1%	0%	0%
28	COc1ccc2c(Cl)c(C(=O)N/N=C/c3ccc4c(c3)OCO4)sc2c1	2%	-6	-27%	5%	-2%
29	CSCc1c(C(=O)Nc2ccccc2N2CCOCC2)oc2ccccc12	33%	-9	1%	-4%	0%
30	COc1ccc(C(=O)NC(=S)Nc2cc(C)ccn2)cc1[N+](=O)[O-]	-5%	-7	-4%	-1%	3%

entry	Vif-A3F inh	USP1 inh	TrxR1 substrate	RGS4 inh
16	.	.	4%	.
17	0%	-5%	-17%	17%
18	-6%	0%	4%	-17%
19	-12%	-31%	-7%[57.1 µM]	-12%
20	3%	-24%	-5%	11%
21	2%	-15%	-4%[57.1 µM]	3%
22	-16%	-4%	7%	24%
23	5%	-17%	8%	-3%
24	1%	-25%	-5%	-15%
25	9%	-12%	4%	-2%
26	9%	-7%	7%[57.1 µM]	3%
27	14%	5%	4%[57.1 µM]	15%
28	?	-26%	3%	-11%
29	-5%	-7%	2%	22%
30	2%	-24%	0%	-15%

# Remaining list, next part.
entry	Molecule	TrxR1 inh	LDHA inh	Vif-APOBEC3G blk	GRP78 ERSR act	mIDH1 inhibitor
31	Cc1[nH]c2ccccc2c1C(=O)CN1C(=O)NC2(CCCCCC2)C1=O	10%	-5	4%	-4%	-5%
32	CN(C)c1ccc(-n2cccc2)cc1	17%[11.4 µM]	-1	0%	-2%	-1%
33	Cc1cc(C)c(NC(=O)CN2C(=O)NC3(CCCc4ccccc43)C2=O)c(Cl)c1 (stereo unspecified)	-7%[57.1 µM]	-6	0%	0%	-5%
34	COc1ccc(CCN2CC(C(=O)N3CCN(C(C)=O)CC3)CCC2=O)cc1 (stereo unspecified)	8%	-5	2%	-5%	-1%
35	N#C/C(=C/c1cc(Br)cs1)C(=O)NCC1CCCO1 (stereo unspecified)	0%[57.1 µM]	-4	-9%	-1%	-2%
36	Cc1[nH]c2ccccc2c1C(=O)C(C)OC(=O)c1ccc(Cl)nc1 (stereo unspecified)	-6%	1	0%	-5%	4%
37	O=C(CN1CCN(c2nc(-c3ccc(F)cc3)cs2)CC1)Nc1ccc2c(c1)OCO2	-2%	0	-1%	-2%	10%
38	CCOC(=O)N1CCc2c(sc(NCc3cc(OC)c(OC)cc3OC)c2C(=O)Nc2ccc(OCC)cc2)C1	3%[57.1 µM]	12	-2%	-5%	-17%

entry	Vif-A3F inh	USP1 inh	TrxR1 substrate	RGS4 inh
31	4%	-19%	-4%	19%
32	-18%	-15%	5%[11.4 µM]	-15%
33	0%	-20%	-4%[57.1 µM]	-2%
34	-4%	-14%	5%	-13%
35	3%	-3%	-1%[57.1 µM]	15%
36	4%	-20%	-8%	-23%
37	7%	-12%	-10%	26%
38	2%	?	-7%[57.1 µM]	?

# Looked up by compound from the list above, 2 records:
entry	Molecule	TrxR1 inh	LDHA inh	Vif-APOBEC3G blk	GRP78 ERSR act	mIDH1 inhibitor
31	Cc1[nH]c2ccccc2c1C(=O)CN1C(=O)NC2(CCCCCC2)C1=O	10%	-5	4%	-4%	-5%
38	CCOC(=O)N1CCc2c(sc(NCc3cc(OC)c(OC)cc3OC)c2C(=O)Nc2ccc(OCC)cc2)C1	3%[57.1 µM]	12	-2%	-5%	-17%

entry	Vif-A3F inh	USP1 inh	TrxR1 substrate	RGS4 inh
31	4%	-19%	-4%	19%
38	2%	?	-7%[57.1 µM]	?

# Some of these compounds in order of length of the SMILES, highest first.
entry	Molecule	TrxR1 inh	LDHA inh	Vif-APOBEC3G blk	GRP78 ERSR act	mIDH1 inhibitor
38	CCOC(=O)N1CCc2c(sc(NCc3cc(OC)c(OC)cc3OC)c2C(=O)Nc2ccc(OCC)cc2)C1	3%[57.1 µM]	12	-2%	-5%	-17%
34	COc1ccc(CCN2CC(C(=O)N3CCN(C(C)=O)CC3)CCC2=O)cc1 (stereo unspecified)	8%	-5	2%	-5%	-1%
31	Cc1[nH]c2ccccc2c1C(=O)CN1C(=O)NC2(CCCCCC2)C1=O	10%	-5	4%	-4%	-5%

entry	Vif-A3F inh	USP1 inh	TrxR1 substrate	RGS4 inh
38	2%	?	-7%[57.1 µM]	?
34	-4%	-14%	5%	-13%
31	4%	-19%	-4%	19%
